Screening data as filed in PubChem.
RGS4 inh – human RGS4 inhibition | P49798 | Potency, µM (highest dose often 114 µM), without a hit: top-dose activity change, negative = inhibition, usual class: inhibitors | Transcreener GDP fluorescence polarization, RGS4-accelerated GTP hydrolysis | 390,000 compounds, 0.039% hits | AID 504845; further: on the % scale 0 is the no-effect control and ±100 the full control effect; nearly all actives have a fitted effect of over 75% in size; some results filed as inactive show a strong effect at the top dose
Target sequence (P49798 whole entry, looked up): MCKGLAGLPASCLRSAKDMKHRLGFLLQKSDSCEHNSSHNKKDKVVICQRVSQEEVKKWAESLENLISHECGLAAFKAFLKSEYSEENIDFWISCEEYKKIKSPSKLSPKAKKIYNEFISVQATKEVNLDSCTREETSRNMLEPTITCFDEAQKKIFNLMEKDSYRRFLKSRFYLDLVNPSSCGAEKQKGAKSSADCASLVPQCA
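MLSMR compounds (23 nl, pin-transferred) preincubated 10 min at room temperature with a 500nM (2x) first reagent, then RGS4 at 900nM (2x) plus Transcreener GDP mix added; fluorescence polarization (620/688 nm) read before and after 90 min at 30 °C.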
mIDH1 inhibitor – blocks human mutant IDH1 R132H enzyme; O75874; IDH1-R132H enzyme, NADPH consumption, diaphorase/resazurin fluorescence; Potency, µM (top dose mostly 76.6 µM), without a hit: at the top dose activity change, negative = inhibition, most hits filed as inhibitors; 390,000 compounds, 0.093% hits; AID 602179; further: on the % scale 0 is the no-effect control and ±100 the full control effect; nearly all actives have a fitted effect of over 65% in size
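IDH1-R132H (0.5 ug/mL) preincubated 30 min with compound, then NADPH (0.016 mM) and alpha-KG (2 mM) added; 80 min at RT, pH 7.5. Remaining NADPH coupled via diaphorase/resazurin to fluorescence (540/590 nm); concentration-response curves normalized to no-enzyme control.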
RXFP1 ag – RXFP1 (human) receptor agonism. Q9HBX9. HEK293T-RXFP1 cAMP TR-FRET, 30 min; response scale: percent of porcine relaxin response, buffer zero. Potency, µM (highest dose often 57.5 µM), without a hit: at the highest dose activation, hits mostly activators. 370,000 compounds, 0.3% hits. AID 2676; further: on the % scale 0 is the no-effect control and ±100 the full control effect; nearly all actives have a fitted effect of over 60% in size; many of its hits are not listed in these tables
Target sequence (Q9HBX9 whole entry, looked up): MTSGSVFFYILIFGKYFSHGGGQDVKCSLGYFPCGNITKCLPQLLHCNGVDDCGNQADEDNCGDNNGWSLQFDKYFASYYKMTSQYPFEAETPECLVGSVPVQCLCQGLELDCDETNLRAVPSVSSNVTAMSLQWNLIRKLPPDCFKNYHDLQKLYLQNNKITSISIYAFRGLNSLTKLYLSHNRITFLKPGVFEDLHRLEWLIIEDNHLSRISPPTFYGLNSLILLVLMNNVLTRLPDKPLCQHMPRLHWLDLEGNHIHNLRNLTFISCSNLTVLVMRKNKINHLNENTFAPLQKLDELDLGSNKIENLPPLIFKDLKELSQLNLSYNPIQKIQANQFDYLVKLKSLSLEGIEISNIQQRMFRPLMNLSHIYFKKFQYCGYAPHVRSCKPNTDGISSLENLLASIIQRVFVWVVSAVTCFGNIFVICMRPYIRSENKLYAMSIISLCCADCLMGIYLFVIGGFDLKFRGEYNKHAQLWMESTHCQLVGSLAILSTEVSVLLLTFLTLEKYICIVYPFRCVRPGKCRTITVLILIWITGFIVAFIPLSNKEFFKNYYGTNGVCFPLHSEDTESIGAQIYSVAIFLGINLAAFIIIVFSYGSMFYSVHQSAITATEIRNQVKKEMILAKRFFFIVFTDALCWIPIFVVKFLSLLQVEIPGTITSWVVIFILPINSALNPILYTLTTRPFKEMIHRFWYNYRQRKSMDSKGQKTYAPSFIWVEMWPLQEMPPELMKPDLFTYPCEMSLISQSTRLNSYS
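HEK293T cells stably expressing RXFP1 were pretreated with the PDE4 inhibitor Ro 20174, exposed to compounds for 30 min at 37C, lysed, and cAMP was read by TR-FRET. Data normalized to buffer (basal) and 29 nM porcine relaxin (100%).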
Vif-APOBEC3F blk – inhibitors of Vif-A3F interaction; Potency, µM (highest dose often 46.1 µM), for inactives: at the highest dose activity, negative = active; 390,000 compounds, 0.2% hits; HeLa A3F-eYFP + Vif (tagged APOBEC3F with the HIV-1 protein that degrades it), YFP fluorescence increase; further: % of control where 0% means no effect; nearly all actives have a fitted effect of over 65% in size
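Fluorescence increase (Ex 488/Em 500-530) after overnight compound treatment at 37 deg C flags inhibition of Vif-driven A3F-eYFP loss in stable HeLa A3F-eYFP/Vif cells seeded overnight beforehand.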
rTrxR1 inhibitor – rat TrxR1 inhibition. 390,000 compounds, 1% hits. AID 588453. recombinant rTrxR1, NADPH fluorescence consumption, selenite substrate. Potency, µM (titrated, usually from 114 µM), for the others: at the highest dose activity change, negative = inhibition, most hits filed as inhibitors; further: on the % scale 0 is the no-effect control and ±100 the full control effect; nearly all actives have a fitted effect of over 65% in size
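Rat TrxR1 (90 nM in the dispensed reagent) was pre-reduced with 400 uM NADPH for 5 min at room temperature, then incubated with compound for 15 min. After 400 uM selenite was added, NADPH fluorescence (Ex 340/Em 450 nm) was followed for 8 min.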
USP1 inh – blocks the human USP1/UAF1 deubiquitinase complex; O94782; recombinant USP1/UAF1, Ub-Rhodamine cleavage fluorescence; Potency, µM (titrated, usually from 57.1 µM), without a hit: top-dose activity change, negative = inhibition, hits mostly inhibitors; 390,000 compounds, 0.23% hits; further: on the % scale 0 is the no-effect control and ±100 the full control effect; nearly all actives have a fitted effect of over 60% in size; inactives centre near -12
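USP1/UAF1 complex at 1 nM was preincubated with compound for 15 min at room temperature, then Ub-Rho substrate (150nM final) was added. Fluorescence (480/540 nm) was read kinetically, 6 reads every 60 seconds.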
Vif-A3G inh – inhibitors of Vif-APOBEC3G interaction; Q9HC16; HeLa A3G-eYFP + Vif (tagged APOBEC3G with the HIV-1 protein that degrades it), YFP fluorescence, overnight; Potency, µM (doses to about 46.1 µM), for the others: at the top dose activity, negative = active, hits mostly inhibitors; 410,000 compounds, 0.076% hits; AID 602310;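 further: on the % scale 0 is the no-effect control and ±100 the full control effect; nearly all actives have a fitted effect of over 60% in size; hits raise eYFP signal because A3G escapes Vif-driven loss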
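HeLa cells stably expressing Vif and C-terminally eYFP-tagged A3G, seeded overnight at 37 deg C, then exposed to compound by pintool overnight at 37 deg C. Rise in yellow fluorescence (Ex 488/Em 500-530, Acumen) marks blocked Vif-driven A3G degradation.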
ALOX12 inh – ALOX12 (human) lipoxygenase inhibition. 580,000 compounds, 1.1% hits. P18054. purified 12hLO, xylenol orange hydroperoxide absorbance. Potency, µM (series often up to 108 µM), for the others: top-dose activity change, negative = inhibition, usual class: inhibitors; further: on the % scale 0 is the no-effect control and ±100 the full control effect
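Purified human 12hLO (150 nM final) in 25 mM Hepes, 0.01% Triton X-100, pH 7.0 was preincubated 15 min at room temperature with compound. Then 40 uM arachidonic acid was added, 30 min. Hydroperoxide was read by Fe-XO absorbance ratio 573/405 nm.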
TrxR1 substrate – rat thioredoxin reductase 1 substrate activity. O89049. purified TrxR1 substrate turnover, NADPH consumption readout. Potency, µM (series often up to 114 µM), for inactives: top-dose activity change, negative = substrate turnover. 390,000 compounds, 0.01% hits; further: on the % scale 0 is the no-effect control and ±100 the full control effect; nearly all actives have a fitted effect of over 50% in size
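Rat TrxR1, dispensed at 90 nM, was prereduced with 400 uM NADPH (final) for 5 min at ~22 deg C, then incubated with compound 15 min before 400 uM selenite. A first-read NADPH fluorescence drop versus no-compound background flagged substrates.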
* marks the source's active call; other numbers are inactive results; ? = inconclusive; . = not tested or not shown; [ ] = dose if it differs, or a comment. The call rests on the fitted dose curve; in most records, active means well fitted curve in the direction sought with a large enough effect; inconclusive means small, poorly fitted or top-dose-only effect, or another doubt; inactive means no such curve, though single readings can be large; an effect the other way counts as inactive or inconclusive. Potency means the concentration at half of the fitted maximal effect. These rows are one share of the data; rates above refer to the full screens.

SMILES	RGS4 inh	mIDH1 inhibitor	RXFP1 ag	Vif-APOBEC3F blk	rTrxR1 inhibitor	USP1 inh	Vif-A3G inh	ALOX12 inh	TrxR1 substrate
CC1CN(C(=O)CNC(=O)Cc2cccc3ccccc23)CC(C)O1 (stereo not drawn)	-2%	-6%	2.4%	5%	11%	-9%	1%	9%	-2%
COc1ccc(CCNC(=O)CCCCn2c(=O)c3ccccc3n(Cc3ccc(F)cc3Cl)c2=O)cc1OC	-10%	-2%	5.4%	0%	16%	-16%	0%	?	-2%
O=C(Nc1ccc(Cl)c([N+](=O)[O-])c1)c1ccco1	-20%	1%	-0.3%	-18%	11%	-25%	-4%	6%	2%
CCc1ccc(-n2nc(C)c3c(C)cc(=O)n(CC(=O)N4CCCc5ccccc54)c32)cc1	-6%	-7%	-0.1%	0%	-11%[57.1 µM]	-8%	1%	2%	-8%[57.1 µM]
CCOc1ccc2nc(COC(=O)c3cccs3)c(C(=O)c3ccccc3)[n+]([O-])c2c1	31%	0%	1.0%	1%	-7%	0%	2%	-8%	-9%
COc1ccccc1CCNC(=O)CCn1c(=O)oc2ccccc21	-1%	11%	-0.5%	2%	12%[57.1 µM]	-24%	-3%	13%	21%[57.1 µM]
CC(=O)Nc1ccc2nc(NC(=O)c3ccco3)sc2c1	-13%	8%	1.7%	-2%	11%	-9%	-3%	9%	-3%
Cc1ccccc1OCC(=O)OCn1nnc2ccccc2c1=O	4%	2%	-1.0%	9%	-4%	-11%	-2%	-17%	3%
Cc1cccc(-n2c(-c3ccc(Br)o3)n[nH]c2=S)c1	-53%	4%	.	3%	-11%	-13%	2%	0%	8%
Cc1nnc(SCC(=O)NC(C)(C)C)n1C1CCCCC1	-11%	6%	0.0%	8%	11%[57.1 µM]	-4%	1%	?	8%[57.1 µM]

An excerpt of these results, field by field:
O=C(Nc1ccc(Cl)c([N+](=O)[O-])c1)c1ccco1
  RGS4 inh = -20% | mIDH1 inhibitor = 1% | RXFP1 ag = -0.3% | Vif-APOBEC3F blk = -18% | rTrxR1 inhibitor = 11% | USP1 inh = -25% | Vif-A3G inh = -4% | ALOX12 inh = 6% | TrxR1 substrate = 2%

CCc1ccc(-n2nc(C)c3c(C)cc(=O)n(CC(=O)N4CCCc5ccccc54)c32)cc1
  RGS4 inh = -6% | mIDH1 inhibitor = -7% | RXFP1 ag = -0.1% | Vif-APOBEC3F blk = 0% | rTrxR1 inhibitor = -11%[57.1 µM] | USP1 inh = -8% | Vif-A3G inh = 1% | ALOX12 inh = 2% | TrxR1 substrate = -8%[57.1 µM]

CCOc1ccc2nc(COC(=O)c3cccs3)c(C(=O)c3ccccc3)[n+]([O-])c2c1
  RGS4 inh = 31% | mIDH1 inhibitor = 0% | RXFP1 ag = 1.0% | Vif-APOBEC3F blk = 1% | rTrxR1 inhibitor = -7% | USP1 inh = 0% | Vif-A3G inh = 2% | ALOX12 inh = -8% | TrxR1 substrate = -9%

More compounds
SMILES	RGS4 inh	mIDH1 inhibitor	RXFP1 ag	Vif-APOBEC3F blk	rTrxR1 inhibitor	USP1 inh	Vif-A3G inh	ALOX12 inh	TrxR1 substrate
COc1cc(OC)cc(-c2nc3n(n2)C(c2ccccc2F)C(C(=O)Nc2cccnc2)=C(C)N3)c1 (stereo not drawn)	17%	-17%	-0.8%	-2%	13%	-15%	-6%	-3%	-4%
CC(C)(C)NCC(O)COCc1ccc(Cl)cc1 (stereo not drawn)	-24%[11.4 µM]	-1%	3.7%	2%	10%[57.1 µM]	-17%	1%	0%	8%[57.1 µM]
CCCC(C)NC(=O)c1cc(C(=O)OC)cc([N+](=O)[O-])c1 (stereo not drawn)	-8%	1%	4.7%	6%	9%	-10%	0%	?	0%
Oc1ccc(-c2csc(Nc3ccccn3)n2)c(O)c1	-25%	-3%	-0.7%	-29%	16%	-18%	?	0%	-6%
CCOC(=O)c1cc(-c2ccc(Cl)cc2)nc2c1c(=O)[nH]c(=O)n2CCOC	16%	-16%	7.7%	-1%	-22%[57.1 µM]	-25%	-11%	-1%	53%[activator]
O=C(CSc1ccc2c(c1)OCCO2)Nc1cccnc1	7%	0%	3.6%	1%	17%	-9%	-1%	-17%	-1%
CCC1(CC)NC(=O)N(CC(=O)OCC(=O)Nc2ccc(C(F)(F)F)cc2)C1=O	6%	2%	0.8%	?	1%	-2%	-6%	0%	1%
O=C(COC(=O)c1ccc(Br)o1)NCC1CCCO1 (stereo not drawn)	-27%	8%	3.9%	-4%	11%	-8%	-6%	11%	-7%
CC(=O)OCC1OC(Nc2cccc(C)c2)C(OC(C)=O)C(OC(C)=O)C1OC(C)=O (stereo not drawn)	-11%	7%	0.4%	-8%	-7%	-12%	-1%	-14%	-3%
Cc1ccc(C2C(=O)N(C3CCCCCC3)CC(=O)N2CCC2=CCCCC2)cc1 (stereo not drawn)	2%	0%	4.2%	0%	11%[57.1 µM]	-11%	-4%	?	2%[57.1 µM]
O=C(Cn1ncc2c3ccccc3n(Cc3ccccc3)c2c1=O)NCCCN1CCCC1=O	10%	0%	-0.9%	1%	20%	-17%	0%	7%	13%
N#Cc1c(-n2ncnc2-c2ccccc2Cl)sc2c1CCCCC2	2%	-10%	0.3%	-3%	3%	?	-2%	-27%	-1%
O=S(=O)(c1ccccc1)c1nc(Nc2ccccc2N2CCOCC2)sc1Cl	-39%	7%	2.3%	3%	19%	-21%	0%	?	5%
COc1cc(C(=O)NCCN2C(=O)S/C(=C\c3cccs3)C2=O)cc(OC)c1OC	-24%	1%	-19%	-12%	10%[57.1 µM]	-2%	-10%	-9%	-17%[57.1 µM]
Cc1cccc(C)c1NC(=O)CN(C)C(=O)c1ccc2c(=O)n3c(nc2c1)CCC3	20%	5%	2.3%	5%	34%	-12%	3%	17%	3%
CC(C)(C)OC(=O)NNC(=S)NCc1ccc(Cl)cc1	0%	-1%	2.1%	-1%	-6%	-11%	1%	0%	-6%
Nc1ccc(-c2cc(N)n(-c3ccccc3)n2)cc1	?	1%	3.3%	-2%	26%	-16%	0%	?	4%
Cn1c(NCCO)nc2c1c(=O)n(Cc1cccc(Cl)c1)c(=O)n2C	3%	-4%	5.2%	-5%	24%	-8%	-1%	2%	5%
COc1cc(NC(=O)NC(C)c2c(-n3cccc3)sc3c2CCCC3)cc(OC)c1OC (stereo not drawn)	-1%	-20%	0.2%	4%	18%	?	-3%	?	2%
Cc1cc([N+](=O)[O-])nn1CCCC(=O)N1CCN(c2ccccc2)CC1	6%	14%	8.9%	1%	14%	-14%	1%	-4%	-3%
CSc1ccc(S(=O)(=O)NCC(=O)OCC(=O)N2CCCC2=O)cc1[N+](=O)[O-]	35%	6%	-0.1%	-15%	6%	-3%	-1%	-9%	2%
CCCCn1cc2c(c1-c1cccc(C)c1)c(=O)n(C)c(=O)n2C	12%	-12%	3.1%	1%	10%	-10%	0%	?	3%
CN1CCN(c2ccc(CNS(=O)(=O)c3ccc(F)cc3Cl)cc2)CC1	17%	-2%	-0.6%	3%	23%	-8%	2%	-5%	3%
CSc1ccc(CNC(C)(C)CO)cc1	11%	31%[activator]	-2.8%	-9%	13%	-5%	0%	0%	4%
COc1cc(NC(=O)CN2C(=O)c3ccccc3S2(=O)=O)c(OC)cc1Cl	-5%	-4%	0.0%	-7%	-10%	3%	1%	?	-8%
COc1cccc(NC(=O)C(OC(=O)c2cnc(C)cn2)c2ccccc2)c1 (stereo not drawn)	-7%	-3%	1.0%	-7%	4%	-11%	-1%	?	-5%
Cc1ccc(S(=O)(=O)N2CCOCC2)cc1NC(=O)COC(=O)c1cc[n+]([O-])cc1	15%	2%	4.0%	2%	26%	-24%	6%	18%	9%
C[C@@H]1CN([C@@H](C)CO)C(=O)c2cc(Br)cnc2O[C@H]1CN(C)C(=O)Cc1ccccn1	.	-4%	.	7%	.	-10%	2%	?	.
CC/C(C)=N/Oc1nc(C)cc(C)n1	16%	4%	-0.6%	-1%	22%	-4%	3%	-1%	-2%
CC(Cc1ccccc1)C(=O)Nc1ccccc1 (stereo not drawn)	6%	-15%	0.2%	8%	19%[57.1 µM]	-6%	0%	-4%	10%[57.1 µM]
O=c1[nH]c(N2CCOCC2)nc2c1CCCC2	8%	0%	1.4%	10%	-1%[57.1 µM]	-19%	-3%	0%	3%[57.1 µM]
CC1(C)Cc2c(cnn2-c2ccccc2)-c2c1c1ccccc1n2CC(O)CBr (stereo not drawn)	14%	?	-0.7%	-24%	16%[57.1 µM]	-32%	-3%	-18%	46%[activator][57.1 µM]
O=C(Nc1nnc(C2CCCO2)s1)c1ccc(Br)cc1 (stereo not drawn)	-15%	0%	-0.3%	-1%	14%	-10%	-1%	10%	9%
COc1cccc(-n2nnnc2SCC(=O)NC2CCCCC2)c1	14%	-4%	-0.8%	5%	41%[activator]	-18%	-4%	7%	10%
CCOC(=O)N1CCN(C(=O)CSc2nc3c(cnn3-c3ccc(C)cc3)c(=O)[nH]2)CC1	-33%	14%	-0.4%	-6%	42%	-20%	0%	16%	13%[57.1 µM]
CN(C)c1cccc2c1c(NC(=O)c1ccc(Cl)cc1)nn2C	-14%	36%[activator]	-2.5%	-7%	-11%	?	-1%	0%	?
Cc1cc(NC(=O)/C=C/c2ccccc2Cl)no1	-23%	5%	-1.5%	1%	26%	-8%	0%	-23%	5%
